SENP7 inh = SENP7 protease inhibition; 1.5% of 330,000 active; inhibition, % at 5 µM; recombinant SENP7, Z-RLRGG-aminoluciferin luminescence, 40 min;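 active = inhibition above about 50% at the single test dose, limit read from the data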;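 also: plate controls were DMSO with enzyme for no effect and no enzyme buffer wells for full effect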
SENP8 block-1 = SENP8 (human) protease inhibition. 0.64% of 360,000 active. recombinant SENP8, Nedd8 substrate fluorescence. inhibition, % at 20 µM. AID 602440. Q96LD8; in the data active = inhibition mostly above about 40%, no sharp cut-off; inactive = mostly below about 27%
MIN6 prolif = MIN6 beta-cell proliferation induction; MIN6 cells proliferation, ATPlite luminescence, 48 h; cells starved in 0.2% serum; 100% = growth in 10% serum; proliferation, % at 10 µM; 0.29% of 330,000 active; AID 2380;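 active = compounds whose signal lies at least 3.5 SD above the mean of all wells on their plate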;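 also: 0% = DMSO-treated cells in low-serum medium and 100% = 10% serum control; some compounds called inactive have numbers as strong as hits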
SENP1 FRET inh = SENP1 (human) catalytic domain inhibition | Q9P0U3 | inhibition, % at 10 µM | 0.21% of 360,000 active | recombinant SENP1 catalytic domain, CyPet-SUMO1-YPet FRET cleavage;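 active = inhibition at least 30% at 10 µM, raw YFP signal under a set limit, fluorescence ratio 0.5 to 1.5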;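 also: 0% = enzyme with DMSO and 100% = no enzyme wells; some results filed as inactive read as strong as hits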
Target sequence (Q9P0U3 419-644 limits assumed): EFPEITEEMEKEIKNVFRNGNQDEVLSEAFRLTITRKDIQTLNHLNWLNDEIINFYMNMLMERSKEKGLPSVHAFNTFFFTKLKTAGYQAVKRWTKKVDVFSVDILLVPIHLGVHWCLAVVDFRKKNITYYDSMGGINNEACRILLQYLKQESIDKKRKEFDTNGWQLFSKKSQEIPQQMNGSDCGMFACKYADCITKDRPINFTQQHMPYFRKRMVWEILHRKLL
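system = hSENP1 catalytic domain, recombinant | reagent = SFCypet-SUMO1-SFYpet substrate at 25 nM | doses = one dose per compound, 10 µM, 0.5% DMSO | incubation = enzyme reaction for 50 min at room temperature, dark | measured by = FRET, CFP and YFP emission | controls = no-enzyme low, enzyme-DMSO high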
UBC13 inh = inhibitors of human UBC13 polyubiquitin chain formation; P61088; TR-FRET; inhibition, % at 20 µM; 0.47% of 330,000 active; AID 485273; in the data active = inhibition above about 45%, passing the limit was not always enough
SENP6 inh = SENP6 protease inhibition | inhibition, % at 10 µM | Q9GZR1 | 1.8% of 330,000 active | AID 2599 | Recombinant SENP6 catalytic domain, aminoluciferin luminescence;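 active = inhibition above about 50% at the single tested dose, limit read from the data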;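 also: plate controls were DMSO wells with enzyme for no effect and DMSO wells lacking enzyme for full effect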
SENP8 block-2 = inhibitors of human SENP8 protease; 1.2% of 330,000 active; AID 2540; Q96LD8; inhibition, % at 10 µM; purified SENP8, Z-RLRGG-aminoluciferin cleavage, luminescence; in the data active = inhibition above about 50%
HKDC1 inh = inhibitors of human hexokinase HKDC1; 0.16% of 340,000 active; recombinant HKDC1, G6PDH/diaphorase resazurin coupled fluorescence; Q2TB90; inhibition, % at 20 µM;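 active = inhibition above about 35% when tested at 20 µM, limit read from the data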;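 also: plate controls were DMSO wells with enzyme for no effect and DMSO wells lacking enzyme for full effect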
Target sequence (Q2TB90 whole entry, looked up): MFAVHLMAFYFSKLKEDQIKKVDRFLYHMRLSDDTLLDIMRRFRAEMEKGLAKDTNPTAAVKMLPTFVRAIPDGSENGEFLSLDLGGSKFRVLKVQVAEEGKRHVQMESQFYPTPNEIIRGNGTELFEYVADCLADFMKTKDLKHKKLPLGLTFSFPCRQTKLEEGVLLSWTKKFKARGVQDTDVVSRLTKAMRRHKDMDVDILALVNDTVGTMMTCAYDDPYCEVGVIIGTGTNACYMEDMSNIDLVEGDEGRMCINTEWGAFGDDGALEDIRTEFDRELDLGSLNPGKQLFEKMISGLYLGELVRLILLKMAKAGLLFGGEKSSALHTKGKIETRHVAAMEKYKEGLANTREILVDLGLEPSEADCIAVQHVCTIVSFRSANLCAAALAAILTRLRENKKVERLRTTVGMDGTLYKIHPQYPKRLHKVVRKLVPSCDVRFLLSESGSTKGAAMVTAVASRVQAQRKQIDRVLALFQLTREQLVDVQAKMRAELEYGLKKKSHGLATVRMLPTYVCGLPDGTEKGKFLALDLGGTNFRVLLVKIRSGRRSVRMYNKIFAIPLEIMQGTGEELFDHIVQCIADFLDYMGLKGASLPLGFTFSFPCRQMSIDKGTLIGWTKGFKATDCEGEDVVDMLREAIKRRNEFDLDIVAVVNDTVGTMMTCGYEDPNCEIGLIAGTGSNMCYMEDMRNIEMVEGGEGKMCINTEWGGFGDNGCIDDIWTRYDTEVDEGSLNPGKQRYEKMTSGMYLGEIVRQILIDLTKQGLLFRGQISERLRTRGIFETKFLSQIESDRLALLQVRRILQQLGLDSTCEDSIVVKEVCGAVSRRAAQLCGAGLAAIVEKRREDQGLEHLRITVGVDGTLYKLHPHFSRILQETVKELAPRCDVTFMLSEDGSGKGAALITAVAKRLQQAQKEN
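Test system: Recombinant HKDC1 (HK5) hexokinase enzyme, produced in-house | Input: HKDC1 at 5 µg/mL | Buffer or medium: Tris pH 8.0 buffer with MgCl2, Tween-20, BSA, BME | Schedule: 90 min reaction incubation at room temperature, dark | Technique: Resazurin-to-resorufin fluorescence via G6PDH and diaphorase coupling, 525/613 nm | Controls: DMSO wells with and without enzyme mix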
PfGluPho inh = PfG6PD (Plasmodium falciparum) enzyme inhibition; 0.78% of 350,000 active; inhibition, % at 20 µM; PfGluPho enzyme, NADPH resazurin-diaphorase fluorescence;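 active = inhibition reaching at least a set limit at 20 µM in the primary screen, cut at about 59% in these data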;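 also: 0% = DMSO wells with substrate and 100% = DMSO wells lacking glucose-6-phosphate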
* marks the source's active call; other numbers are inactive results; i = inactive; · = no result given.

Order of values – SENP7 inh, SENP8 block-1, MIN6 prolif, SENP1 FRET inh, UBC13 inh, SENP6 inh, SENP8 block-2, HKDC1 inh, PfGluPho inh
> CN(c1ccccc1)S(=O)(=O)c1nnc(NC(=O)COc2ccccc2F)s1
    2, 11, -2, -3, -2, -1, 1, 4, -28
> Cn1c(N)c(C(=O)COC(=O)CCC(=O)c2cccs2)c(=O)n(C)c1=O
    -8, 13, 0, -3, -6, -10, -6, -5, -10
> Cc1ccc(NC(=O)[C@H](Cc2c[nH]c3ccccc23)NC(=O)[C@@H]2Cc3ccccc3CN2)c(C)c1
    8, -2, -4, -66, -19, -8, -9, 1, 2
> O=C(c1cc(-c2cccc(Cl)c2)nc2ccccc12)N1CCCC1
    -3, 5, 0, 0, 1, -4, -9, 7, -7
> Cc1cc(C)n(-c2ccc(Cl)c(Cl)c2)n1
    4, 8, 1, 2, 5, -1, 4, -6, -11
> COc1cccc(CNC(=O)COC(=O)/C=C/c2ccc(SC)cc2)c1
    -1, i, -1, 1, 15, -8, 0, 0, 2
> COc1ccc(CCN2C(=O)C(O)=C(C(=O)c3ccco3)C2c2cccs2)cc1OC (stereo not given)
    -3, -10, -2, 1, -19, -6, -10, 1, -2
> O=C(Nc1ccnn1C1CCN(Cc2ccc(CO)o2)CC1)c1ccccc1Cl
    3, -3, 4, 3, -1, 1, 0, 5, 9
> Cc1ccc(S(=O)(=O)NCC2CCCO2)cc1[N+](=O)[O-] (stereo not given)
    -11, 45*, 0, 1, -6, 0, -14, 9, -17
> CC(=O)Nc1ccc(C2=NNC(=NCC3CCCO3)SC2)cc1 (stereo not given)
    ·, -75, ·, -4, ·, ·, ·, -24, 10
> Cc1cnc(C(=O)NCc2ccc(Cl)cc2Cl)cn1
    -3, 13, -2, 1, 18, 12, -2, 0, -11
> Cc1ccc(S(=O)(=O)N(CC(=O)NCc2ccco2)c2ccccc2C)cc1
    10, 13, 2, -1, 4, -3, -2, 7, 19
> O=C(NCc1ccco1)c1sc2cc(F)ccc2c1Cl
    -2, 14, -1, 0, -2, -23, -15, -5, -4
> CCOc1ccc(CC(C(N)=O)C(N)=O)cc1
    -4, 12, -4, 2, -8, -18, -4, -13, 4
> CCC1(CC)NC(=O)N(CC(=O)OCC(=O)Nc2sccc2C#N)C1=O
    0, 6, 0, -3, 5, -1, -4, -12, 8
> CC(C)Cn1cc(C(=O)NCC2CCCO2)c2c3ccccc3n(C)c2c1=O (stereo not given)
    0, -264, -1, -67, 25, -10, -5, 10, 3
> Clc1ccc2c(N3CCOCC3)ccnc2c1
    -1, -43, 4, 2, 5, 8, 7, 2, -1
> CN(CCC#N)C(=O)COC(=O)c1ccc2[nH]c3c(c2c1)CCCC3
    4, -19, -2, -4, 5, 3, 0, -2, 8
> O=C(Cn1nc(-c2cccc(Cl)c2)ccc1=O)Nc1ccc(C(=O)NC2CC2)cc1
    1, 11, -2, 2, -10, -1, 5, -8, -4
> Cc1c(/C=N/NC(=O)c2ccc(O)cc2)c2ccccn2c1C(=O)c1ccc(F)cc1
    7, -281, -6, -25, -11, -2, -1, -9, -5
> O=C(COC(=O)c1ccccc1Oc1ccccc1)NCc1ccco1
    3, 11, 4, -5, 6, 13, 4, 1, 19
> COc1cccc(/C=C/C(=O)OCC(=O)Nc2ccc(Cl)c(S(=O)(=O)N(C)C)c2)c1
    -5, -266, -3, 0, -2, 0, -8, -10, 12
> Cc1ccc(NC(=O)COC(=O)CSCC(=O)Nc2cc(C)on2)c(C)c1
    -11, -3, -4, 0, 1, -11, -4, -4, -1
> O=C(O)CCC(=O)Nc1nc2ccccc2s1
    -9, 33, 0, 2, 3, -13, -10, -13, -12
> COCc1nc2ccccc2n1Cc1ccccc1
    6, 3, -2, 2, 9, -4, -3, -4, -6
> NNc1nc(-c2ccccc2)c2ccccc2n1
    2, -118, 3, -4, -10, 7, 1, -6, 16
> Cc1ccccc1C=Nc1ccccc1C(N)=O
    -2, -416, 0, -4, 19, 3, -4, -6, -5
> Cc1c(C(=O)Oc2ccc(F)cc2)sc2ncn(Cc3cccc(F)c3)c(=O)c12
    13, -1, -2, -2, 5, 5, -4, -12, -1
> Cc1cc(C)cc(NC(=O)Nc2ccc(NC(=O)c3ccccc3O)cc2)c1
    -4, 2, -4, 2, -4, -5, -4, -2, 13
> CCc1ccccc1NC(=O)CN(c1ccc(OC)cc1OC)S(=O)(=O)c1ccccc1
    -5, 9, 0, 1, 11, -2, -5, -1, -9
> CCOC(=O)CNC(=S)N(Cc1cccs1)C1CCCCC1
    -6, 5, 0, 3, 6, -18, -3, 12, 4
> N#C/C(=C\c1ccccc1C(=O)O)c1nc2ccccc2[nH]1
    6, -194, 5, -64, 8, 7, -4, 1, -14
> Cc1cc(C)cc(NS(=O)(=O)c2ccc3[nH]c(=O)ccc3c2)c1
    5, 20, 1, 1, 5, 10, 5, -1, 14
> CC(C)OC(=O)/C(C#N)=C\c1cccnc1
    -9, -5, 1, -1, -9, -20, -12, -7, -13
> CCOc1ccccc1Oc1c(C)oc2c(CN3CCN(CCO)CC3)c(O)ccc2c1=O
    10, -495, -4, -2, 16, -10, -2, -7, -4
> Cc1ccc(C2CC(c3ccc(NS(C)(=O)=O)cc3)=NN2C(=O)c2ccco2)cc1 (stereo not given)
    -2, -73, 2, -4, 5, -4, -2, 2, 6
> COc1ccc(C(=O)N(C)Cc2ccc(C)o2)cc1OC1CCN(C(C)C)CC1
    0, 3, 4, -3, 2, 5, 4, -9, 7
> Cc1ccccc1NC(=O)c1cccc(Cn2cc(Br)c([N+](=O)[O-])n2)c1
    0, 18, -1, 2, 13, -2, 8, -2, 2
> COc1ccc(NC(=O)c2cncc(Br)c2)cc1S(N)(=O)=O
    -6, 6, -3, 1, -7, -12, -11, -5, 2
> CCSc1ccc(NC(=O)c2cccnc2)cc1
    5, 12, 0, 0, 4, 2, -10, 0, 14
> CNC(=O)N(O)C1N(/N=C/c2cc(Br)ccc2O)C(=S)SC1(C)C (stereo not given)
    -12, 12, 1, 16, -13, -2, -4, 3, 2
> CC1Oc2ccccc2OC1(O)c1ccccn1 (stereo not given)
    2, 21, 2, 1, 10, 6, -6, -8, 3
> COc1cc(CNCc2ccc(Br)cc2)cc(OC)c1
    1, 14, 0, -1, 8, -13, 1, 4, -12
> OCCN(/C=N/c1nc(-c2ccc(Br)cc2)cs1)CCO
    3, 23, -1, 1, 9, 1, -7, 3, 1
> O=C(c1cccc([N+](=O)[O-])c1)N1CCN(S(=O)(=O)/C=C/c2ccccc2)CC1
    -4, 8, -3, -1, -2, -20, -11, -1, 13
> O=C1CC(SC(=Nc2ccccc2)Nc2ccccc2)C(=O)N1c1ccc(Cl)c(Cl)c1 (stereo not given)
    7, 20, 0, 2, 0, 3, -9, -2, -4
> CC(=O)Nc1cc2c3ccccc3n(C)c2cc1[N+](=O)[O-]
    ·, 20, ·, 2, ·, ·, ·, -7, 2
> O=C(NCc1ccccn1)c1ccc(/C=N/O)nc1
    5, -13, -3, -2, 0, -16, 3, -5, 23
> Cc1ccc(NC(=S)NC(=O)C2CCCCC2)c(Br)c1
    -2, 19, -4, 2, 2, -1, -11, 8, 4
> Cn1nnc(NC(=O)/C=C/c2ccco2)n1
    4, 25, -1, -1, -1, -12, -1, -8, 13
> Cc1ccc(Nc2nc(-c3sc(NC(=O)c4ccc([N+](=O)[O-])cc4)nc3C)cs2)cc1
    5, ·, -4, ·, -38, 21, 10, ·, ·
> FC(F)(F)COc1nc(N/N=C/c2cccnc2)nc(N2CCCCC2c2ccccn2)n1 (stereo not given)
    -7, 13, -2, 1, -14, -4, -4, -2, -4
> COc1ccc2c(c1)[nH]c1c(Cl)ncnc12
    3, -201, 2, -7, 16, -8, 3, 4, 21
> CCC1CCCCN1C(=S)Nc1cccc(S(=O)(=O)N(C)C)c1 (stereo not given)
    -2, -3, -1, 1, -9, -28, 2, -1, -2
> COc1ccc(C)cc1S(=O)(=O)N(C)CC(=O)N1CCN(C)CC1
    5, 12, -2, 2, -10, 6, 0, 9, -20
> Cn1cccc1/C=N/N1CCN(c2ccccn2)CC1
    5, 1, 0, 2, -6, 13, 5, -10, 3
> O=C(CCSc1ccc(Cl)cc1)N1CCCCCC1
    4, 29, 1, 0, 4, -17, -1, -6, 3
> CSCc1cc(N(C)c2ccccc2)nc(-c2ccccn2)n1
    -12, 2, -1, 3, 2, -1, -3, 4, -15
> S=C(c1ccc(Br)cc1)N1CCN(Cc2ccccc2)CC1
    -8, 22, -2, -1, -11, -4, -2, -4, 60*
> CCCC(=O)Nn1cnc2c(c1=O)C1(CCCCC1)Cc1ccccc1-2
    3, 15, -3, 0, 0, 6, 9, 2, 2

Remaining list, next part
Order of values – SENP7 inh, SENP8 block-1, MIN6 prolif, SENP1 FRET inh, UBC13 inh, SENP6 inh, SENP8 block-2, HKDC1 inh, PfGluPho inh
> FC(F)(F)c1cccc(NC(=S)NCc2ccccn2)c1
    -2, 5, 0, -4, -3, 0, -3, -7, -2
> CCc1ccc(NC(=O)CN(c2ccc3c(c2)OCO3)S(=O)(=O)c2c(C)noc2C)cc1
    -12, 12, -6, 4, 4, -19, -10, -1, -10
> CCC1=C2CC[C@H]3C(=O)N(CC(=O)OC)C(=O)[C@H]3[C@H]2[C@@]2(C)C(=NCC(=O)OC)OC(=O)N2C1=O
    2, 9, 2, 5, 5, 0, 0, -3, -9
> Cc1cc2c(=O)n(CC(=O)NCC(=O)N3CCN(Cc4ccccc4)CC3)cnc2s1
    -9, 18, -3, 1, -5, -29, -7, -2, -3
> CCn1c(C(=O)OC)cc2c1ccn2-c1ccc(F)cc1
    -8, -53, 0, 1, -2, -10, -16, 3, 28
> CC1CCCC(C)N1C(=O)COC(=O)CNC(=O)c1sc2ccccc2c1Cl (stereo not given)
    7, 8, -2, 2, -1, -3, 8, -1, -7
> CCN(C(=O)c1cc2c(=O)[nH]c3ccc(C)cc3c2s1)c1ccc(F)cc1
    7, -46, -4, 1, -7, 6, -8, -4, 5
> COc1ccc(NC(=O)CN(C)C(=O)c2ccc3ccccc3c2)cc1
    -4, 6, -4, 0, 4, -6, 14, -1, -14
> O=C(NC(=O)c1ccccc1O)c1ccc(C(F)(F)F)cc1
    78*, 30, -4, 1, 11, 76*, 71*, 1, -7
> CCOc1ccc2nc(NCCCNS(=O)(=O)c3ccc(F)cc3)c(C#N)cc2c1
    3, -264, -2, -28, -6, 4, -4, 5, 2
> O=C(NC(Cc1ccccc1)C(=O)O)/C(=C\c1ccccc1)NC(=O)c1ccco1 (stereo not given)
    -1, -24, 0, -122, -2, -13, -2, -6, -5
> Cc1ccsc1C(=O)Nc1ccc(C(=O)O)cc1
    86*, 20, -3, 2, -1, -49, 79*, -7, -16
> O=C(/C=C/c1ccco1)Nc1ccc2nn(-c3ccccc3)nc2c1
    ·, -284, ·, -21, ·, ·, ·, 11, 25
> CN(C)S(=O)(=O)c1cc(NC(=O)CN2CCCc3ccccc32)ccc1Cl
    -1, -77, -3, -33, -5, -8, -8, -5, 14
> O=C(O)CNC(=S)N(Cc1ccccc1Cl)C1CCCCC1
    6, 12, -3, 1, -6, -26, -1, -12, 11
> OC(COc1ccccc1)CN1CCC(Cc2ccccc2)CC1 (stereo not given)
    5, 12, -3, -1, 2, 8, 4, -6, -15

As entered above.
CCN(C(=O)c1cc2c(=O)[nH]c3ccc(C)cc3c2s1)c1ccc(F)cc1 in SENP8 block-1 is entered as -46
CCC1=C2CC[C@H]3C(=O)N(CC(=O)OC)C(=O)[C@H]3[C@H]2[C@@]2(C)C(=NCC(=O)OC)OC(=O)N2C1=O in SENP7 inh is entered as 2

Screens deposited in PubChem by Sanford-Burnham Center for Chemical Genomics.
